# FLuc counter = inhibits or activates purified firefly luciferase, miR-21 counter-screen; purified FLuc, Km substrates, luminescence inhibition; Potency, µM (highest dose often 57.5 µM), without a hit: at the highest dose activity change, negative = inhibition, usual class: inhibitors; 6.9% of 360,000 active; active = well fitted inhibition curve with a large enough effect; inconclusive = small, poorly fitted or top-dose-only effect;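 also: plate controls were vehicle for no effect and reference inhibitor for full effect; nearly all actives have a fitted effect of over 55% in size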
# Target sequence (P08659 whole entry, looked up): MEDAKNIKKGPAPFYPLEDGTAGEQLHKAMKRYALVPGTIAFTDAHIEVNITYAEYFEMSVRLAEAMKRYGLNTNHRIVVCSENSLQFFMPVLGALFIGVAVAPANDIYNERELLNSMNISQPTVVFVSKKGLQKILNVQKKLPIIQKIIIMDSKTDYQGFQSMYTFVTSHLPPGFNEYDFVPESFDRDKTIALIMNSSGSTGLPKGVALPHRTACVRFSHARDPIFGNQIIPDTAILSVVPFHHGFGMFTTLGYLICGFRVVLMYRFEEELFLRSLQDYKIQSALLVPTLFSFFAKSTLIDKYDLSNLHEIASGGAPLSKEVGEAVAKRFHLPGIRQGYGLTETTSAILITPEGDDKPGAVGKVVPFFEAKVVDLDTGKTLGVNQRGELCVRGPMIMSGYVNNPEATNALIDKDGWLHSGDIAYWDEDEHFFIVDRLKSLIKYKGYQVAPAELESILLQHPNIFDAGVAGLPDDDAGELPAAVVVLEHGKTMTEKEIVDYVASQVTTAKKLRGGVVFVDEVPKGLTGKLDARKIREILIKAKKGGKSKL
#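 Purified P. pyralis luciferase, 10 nM final, with Km-level 10 uM D-luciferin and 10 uM ATP in 50 mM Tris acetate pH 7.5, 10 mM Mg acetate, 0.01% Tween-20, 0.05% BSA; 6-point qHTS titration about 60 µM downward; luminescence read.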
# An asterisk follows results filed as active; ? = inconclusive. Potency is read from the fitted curve at half-maximal effect.
SMILES,FLuc counter
CCN(C(=O)Cc1c(C(=O)O)c(C)cn1C)c1cccc(Cl)c1,-1%
Cc1c(C)n(C)c2ccc(C(=O)NCCc3ccc(Cl)cc3)cc12,-16%
COc1ccc(-c2nc(SCC(=O)Nc3ccc4c(c3)OCO4)c(-c3ccc(F)cc3)[nH]2)cc1OC,-12%
COc1cccc(NC(=O)C2CCCN(S(=O)(=O)c3ccc4[nH]c(=O)ccc4c3)C2)c1 (stereo unspecified),1%
CCOCN(C(=O)Cn1c(C)nc2ccccc21)c1c(C)cccc1CC,3%
COc1ccc(-c2nc3c(c(SCC(=O)Nc4ccccc4OC)n2)Cc2cccc(C)c2O3)cc1,0%
CCOc1ccc(CCNC(=O)C2CCN(Cc3nc(-c4ccccc4C)oc3C)CC2)cc1OCC,-3%
CCOc1ccccc1NC(=O)C1CCN(S(=O)(=O)c2ccccc2)CC1,-12%
CCOc1cc(C2C(C(=O)Nc3ccc(OC)cc3)=C(C)Nc3nc(SC)nn32)ccc1O (stereo unspecified),0%
COc1ccc(CCN2C(=O)N(c3ccc(F)cc3)C(=O)C2CC(=O)Nc2ccccc2)cc1OC (stereo unspecified),-1%
COCCCNC(=O)Cn1c(=O)n(-c2ccc(C)cc2)c(=O)c2c1c1cc(C)ccc1n2C,4%
Cc1nc(-n2nc(C)c(CCC(C)C)c2C)sc1C(=O)Nc1cccc(Cl)c1,0%
O=C(Cn1ncc2c3ccccc3n(Cc3ccc(Cl)cc3)c2c1=O)NC1CCCCCC1,-3%
Cc1ccc(C2=CC(c3ccccc3F)n3c(nc4ccccc43)N2)cc1C (stereo unspecified),6µM*
Cc1ccc(Nc2c(-c3c[nH]c4ccccc34)nc3ccccn23)cc1,?
CCc1ccc2oc(C(=O)Nc3nc(-c4ccc(F)cc4)ns3)c(C)c2c1,6.7µM*
O=C(NCCc1ccc(Cl)cc1)c1ccc(CS(=O)(=O)Cc2ccccc2F)o1,-17%
Cc1ccc(-n2ncc(C(=O)N3CCN(C4CCCCC4)CC3)c2C2CCN(C(=O)OC(C)(C)C)CC2)cc1,4%
O=C(Cc1csc2ccccc12)NCc1ccccc1F,?
Cc1nc(-n2nc(C)c(Cc3ccc(Cl)cc3)c2C)sc1C(=O)N1CCC(C)CC1,-10%
COc1cccc(C(=O)N(Cc2ccc(N(C)C)cc2)Cc2ccco2)c1,-3%
CCCCOc1ccc(C(=O)NCc2cn3cccc(C)c3n2)cc1,-1%
Cc1ccc(C(C)C)c(OCC(=O)Nc2c(C(=O)c3ccccc3)oc3ccccc23)c1,3%
CC(C)(C)c1ccc(S(=O)(=O)NCc2nc3cccnc3n2Cc2ccccc2Cl)cc1,-10%
CC1=C(C(=O)Nc2cccc(C(F)(F)F)c2)C2(CCCCC2)OC1=O,0%
CCOc1cccc(CC(=O)NCc2ccc3c(c2)CCN3C(C)=O)c1OCC,4%
CCOc1ccccc1CNC(=O)CSc1nnc(C)c2c(C)n(-c3ccccc3)nc12,-5%
Cc1ccc(-n2c(CCC(=O)O)ccc2-c2cccs2)cc1Cl,?
CCOc1ccc2nc(N3CCCC(C(=O)Nc4c(C)cccc4C)C3)sc2c1 (stereo unspecified),?
Cc1ccccc1C(=O)N1CCC(c2nc(-c3ccc(S(=O)(=O)N4CCCC4)cc3)no2)CC1,-7%
Cc1ccc(-c2nc3ncccc3o2)cc1NC(=O)c1ccc(-c2ccc(Cl)cc2)o1,-2%
Cc1ccc(C(=O)N2CC(=O)Nc3ccc(Br)cc3C2c2ccc(F)cc2)cc1C (stereo unspecified),3%
Cc1cccc(Cn2c(SCc3ccc(C(=O)NCCc4ccccc4)cc3)nc3cccnc32)c1,-14%
CC(C)c1ccc(OCC(=O)N(Cc2ccc(N(C)C)cc2)C2CCS(=O)(=O)C2)cc1 (stereo unspecified),-1%
CCOCCCNC(=O)C1CCCN(Cc2nc(-c3ccc(CC)cc3)oc2C)C1 (stereo unspecified),4%
Cc1ccc(C)c(N2CCN(CCCNC(=O)Cn3c(-c4cccs4)cc4ccccc43)CC2)c1,4%
Cc1ccc(CNC(=O)c2cccc(-n3cnc4cccnc43)c2)cc1,2%
COc1ccc(C(=O)NCC(c2ccco2)S(=O)(=O)c2cccs2)cc1OC (stereo unspecified),1%
COc1ccc(CC(=O)NCc2ccc3c(c2)CCN3C(=O)c2cccc(C)c2)cc1,0%
O=C(Nc1nnc(SCc2cc(=O)n3cc(Cl)ccc3n2)s1)c1cccc(F)c1,?
CCOc1ccc(Nc2oc(-c3ccc(COc4ccc(C)cc4)o3)nc2C#N)cc1,-9%
CCOc1ccc(CN2CCN(Cc3ccc4c(c3)c3ccccc3n4CC)CC2)cc1,-7%
COc1ccc(N(Cc2cccs2)C(=O)c2ccco2)cc1,?
COC(=O)c1ccc(C2c3c(-c4ccccc4O)n[nH]c3C(=O)N2Cc2cccnc2)cc1 (stereo unspecified),-11%
Cc1cc(C)cc(OCC(=O)Nc2c(C(=O)c3ccccc3)oc3ccccc23)c1,3%
COc1ccc(S(=O)(=O)NCC(c2ccco2)S(=O)(=O)c2ccc(C)cc2)cc1F (stereo unspecified),-4%
COc1ccc(CNC(=O)CN(C)S(=O)(=O)c2ccc3nc(C)sc3c2)cc1,-2%
COc1ccccc1CN1CCN(C2CCN(C(=O)Nc3ccccc3)CC2)C(=O)C1=O,0%
O=C(NCCc1ccccc1)c1cc(-c2ccccc2)nc2n[nH]c(-c3ccccc3)c12,-16%
Cn1c(C(=O)NCc2ccccc2F)cc2oc3ccccc3c21,?
CC(=O)Nc1ccc(S(=O)(=O)NC2(C(F)(F)F)C(=O)Nc3c2c(=O)[nH]c(=O)n3-c2ccc(C)c(C)c2)cc1 (stereo unspecified),-12%
O=C(c1ccc2c(c1)N(Cc1ccccc1)C(=O)c1ccccc1S2(=O)=O)N1CCC(Cc2ccccc2)CC1,2%
CCCc1cc(N2CCN(c3ccccc3)CC2)n2cnnc2n1,3%
CCOC(=O)c1ccc(N2C(=O)c3n[nH]c(-c4ccco4)c3C2c2ccc(OCC)cc2)cc1 (stereo unspecified),-8%
COc1ccc(C(=O)NCc2ccc3c(c2)CCN3C(=O)c2ccc(F)cc2)cc1,?
COc1ccccc1NC(=O)c1oc2ccccc2c1NC(=O)COc1cccc(C)c1,-4%
O=C(c1ccc2c(c1)N(Cc1cccc(Cl)c1)C(=O)c1ccccc1S2=O)N1CCN(c2cccc(C(F)(F)F)c2)CC1 (stereo unspecified),0%
Cc1coc2c(C)c3oc(=O)c(CCC(=O)N4CCCCC4)c(C)c3cc12,-13%
CC1CCCCN1CCCNC(=O)Cn1ncc2c3ccccc3n(C)c2c1=O (stereo unspecified),-1%
Cc1c(Cl)cccc1NS(=O)(=O)c1ccc2[nH]cc(C(=O)NC3CCCC3)c(=O)c2c1,?

# Quoted from the listing.
# In FLuc counter, `CC(=O)Nc1ccc(S(=O)(=O)NC2(C(F)(F)F)C(=O)Nc3c2c(=O)[nH]c(=O)n3-c2ccc(C)c(C)c2)cc1` (stereo unspecified) has -12%
# In FLuc counter, `Cc1ccc(-n2ncc(C(=O)N3CCN(C4CCCCC4)CC3)c2C2CCN(C(=O)OC(C)(C)C)CC2)cc1` has 4%

# Back to the main list; the 2 compounds before the break are reprinted first.
SMILES,FLuc counter
CC1CCCCN1CCCNC(=O)Cn1ncc2c3ccccc3n(C)c2c1=O (stereo unspecified),-1%
Cc1c(Cl)cccc1NS(=O)(=O)c1ccc2[nH]cc(C(=O)NC3CCCC3)c(=O)c2c1,?
CCc1ccc(CNC(=O)CCc2c(C)nn(-c3ccc(N4CCCCC4)nn3)c2C)cc1,-19%
CCCCOc1cccc(C(=O)N(Cc2sccc2C)C2CCS(=O)(=O)C2)c1 (stereo unspecified),-8%
Cc1cccc(-n2ncc(C(=O)N3CCN(C4CCCCC4)CC3)c2C2CCN(C(=O)OC(C)(C)C)CC2)c1,-1%
COc1cccc2c1Oc1ncccc1N(C(=O)CCC(=O)NCc1ccc(OC(C)C)cc1)C2,-8%
CCc1nn(CC(=O)N2CCN(c3cccc(Cl)c3)CC2)c(=O)c2cc3sccc3n12,-4%
CCOc1ccc(NC(=O)c2c(NCc3cccc(OC)c3OC)sc3c2CCC3)cc1,3%
O=C(CSc1nccn1Cc1ccco1)Nc1ccc(OC(F)(F)F)cc1,?
O=C(Nc1ccccc1C(F)(F)F)n1ncc2cc(Cl)ccc21,-8%
O=C(Nc1ccc2nc(SCC(=O)N3CCOCC3)sc2c1)c1ccccc1Cl,21µM*
CCOC(=O)c1ccc(N2CCN(c3cccc(Cl)c3)CC2)c(NC(=O)Nc2ccc(OC)cc2OC)c1,-1%
CN(C)c1ccc(C(=O)Nc2ccc(-c3nc4ccccc4o3)cc2)cc1,0%
COc1ccc(CNC(=O)c2ccc(-c3nc(CS(=O)c4ccc(C)cc4)c(C)o3)cc2)cc1 (stereo unspecified),4%
Cc1cccc(CNC(=O)CN2C(=O)C3CCCCN3c3ccc(C(=O)N4CCCC4)cc32)c1 (stereo unspecified),0%
COc1ccccc1CNC(=O)c1cnc(N(C)C)nc1,-4%
CCN(CC)CCNC(=O)c1ccc2c(c1)sc1nc(-c3ccc(F)cc3)cn12,-5%
CCN(Cc1ccccc1)C(=O)C1CCN(S(=O)(=O)c2ccc3c(c2)CCCN3C(C)=O)CC1,-2%
Cc1c(Cl)cccc1NC(=O)CCOc1ccccc1,-10%
CCC(=O)Nc1nnc(S(=O)(=O)N(C)Cc2ccc(Cl)cc2)s1,-10%
O=C(Nc1ccc2oc(-c3cccnc3)nc2c1)c1ccc(Br)cc1,-1%
Cc1cccc(C)c1NC(=O)c1nc(S(C)(=O)=O)ncc1N(Cc1ccc(F)cc1)Cc1ccco1,-5%
CCOc1nc(-c2ccccc2)ccc1-c1noc(-c2ccc(C)cc2)n1,-17%
COc1ccc(-n2cc(-c3ccccc3)c3c(NCc4cccc(Cl)c4)ncnc32)cc1,-1%
COc1ccc(NC(=O)CSC2=Nc3ccccc3C3=NC(Cc4ccccc4)C(=O)N23)cc1Cl (stereo unspecified),1%
CCN(C(=O)C1CCCN(c2ncnc3c2nc2n3CCCCC2)C1)c1cccc(C)c1 (stereo unspecified),-10%
CCOC(=O)CCN(c1ccccc1)S(=O)(=O)c1cc(-c2cc(C)no2)ccc1C,-11%
CCOC(=O)c1c(C)oc2nc(C)nc(N3CCN(c4cccc(C)c4C)CC3)c12,-2%
COc1ccc(C(=O)N(Cc2ccco2)Cc2ccc(C)o2)cc1,-5%
COc1ccc(-n2c(/C=C/c3cccc4ccccc34)nc3ccccc3c2=O)cc1Cl,-1%
CCc1ccc(-n2c(=O)c3c(C)c(C)sc3n(CC(=O)NCc3ccc(C)cc3)c2=O)cc1,-1%
COC(=O)c1c(-c2cccs2)csc1NC(=O)c1ccc(Br)cc1,?

# Six entries picked at random from those above:
SMILES,FLuc counter
CCOc1ccc(NC(=O)c2c(NCc3cccc(OC)c3OC)sc3c2CCC3)cc1,3%
O=C(CSc1nccn1Cc1ccco1)Nc1ccc(OC(F)(F)F)cc1,?
COc1ccc(NC(=O)CSC2=Nc3ccccc3C3=NC(Cc4ccccc4)C(=O)N23)cc1Cl (stereo unspecified),1%
O=C(Nc1ccc2oc(-c3cccnc3)nc2c1)c1ccc(Br)cc1,-1%
COc1ccc(-n2cc(-c3ccccc3)c3c(NCc4cccc(Cl)c4)ncnc32)cc1,-1%
CCc1nn(CC(=O)N2CCN(c3cccc(Cl)c3)CC2)c(=O)c2cc3sccc3n12,-4%

# Next section:
SMILES,FLuc counter
CCOC(=O)N1CCc2c(sc3c2c(=O)n(-c2ccc(CC)cc2)c(=O)n3CC(=O)c2ccc(F)cc2)C1,2%
COc1ccc2sc(N(Cc3cccnc3)C(=O)C3CCCCC3)nc2c1,1%
Cc1ccc(OCc2cc(=O)n3cc(C)sc3n2)c(NC(=O)c2ccco2)c1,-1%
O=C(Nc1cc2c(cc1C(=O)c1ccccc1Cl)OCCO2)c1ccccc1,-14%
COc1ccc(OC)c(NC(=O)c2cc(S(=O)(=O)NCCc3ccc(Cl)cc3)ccc2F)c1,2%
O=C(Cn1c(=O)nc(-c2ccccc2F)c2cc(Cl)ccc21)N1CCN(c2ccccc2F)CC1,-11%
CCOc1ccc(CCNC(=O)c2cn(C)c3ccc(S(=O)(=O)N4CCCCCC4)cc3c2=O)cc1OCC,-9%
O=S(=O)(c1ccccc1)c1nnn2c1nc(NCc1cccs1)c1sccc12,1%
COc1ccccc1CNC(=O)c1ccc(-n2c(C)cc3c2CCCC3)cc1,-1%
CCSc1nnc2c(n1)OC(c1ccc(OC)cc1OC)N(C(C)=O)c1ccccc1-2 (stereo unspecified),5%
CCOc1ccc(N2C(=O)c3[nH]nc(-c4ccccc4)c3C2c2ccc(O)c(OC)c2)cc1 (stereo unspecified),6%
Cc1ccc(NC(=O)Nc2ccc3c(c2)N(C)C(=O)c2ccccc2S3)c(C)c1,-7%
Cc1cc(C)c2oc(-c3cccc(NC(=O)COc4ccccc4Cl)c3C)nc2c1,0%
Cc1cccc(NC(=O)C2CCN(c3nnc(C)c4c(C)n(-c5ccccc5)nc34)CC2)c1C,1%
Cc1cccc(Cn2cc3c(=O)n(CC(=O)Nc4ccc(C)c(F)c4)nc-3c3cc(F)ccc32)c1,-14%
CCc1ccc(OCC(=O)Nc2ccc3oc(-c4ccc(OC)cc4)nc3c2)cc1,0%
COc1ccc(OC)c(NC(=O)Cn2c(=O)n(-c3ccc(Cl)cc3)c(=O)c3c(C)c(C)sc32)c1,1%
COC(=O)c1ccccc1NC(=O)c1cc2c(s1)-c1ccccc1OC2,6%
Cc1ccc(-n2c(SCC(=O)N3CCC(C)CC3)nc3c([nH]c4ccccc43)c2=O)cc1,6%

# Screening results: PubChem, National Center for Advancing Translational Sciences (NCATS)

# Some of the compounds tested (hit frequency here may not be typical).
